Compound activity as filed in PubChem BioAssay.
mcGAS lum: mouse cGAS inhibition by luminescence | Q8C6L5 | recombinant cGAS, Kinase-Glo ATP depletion luminescence | inhibition, % at 12.5 µM | 0.15% of 160,000 active;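 note: 0% = negative control wells and 100% = reference inhibitor with no enzyme activity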
NPYLR7 ag: activates Aedes aegypti NPYLR7 receptor; HEK293T NPYLR7/Galpha15, GCaMP6s calcium fluorescence; activation, % at 10 µM; 0.15% of 270,000 active; AID 1259423; in the data active = activation above about 40%;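 note: 0% = vehicle and 100% = reference agonist at the receptor; some compounds past the cut are filed as inactive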
hcGAS lum: blocks human cGAS activity; Q8N884; recombinant h-cGAS, ATP depletion, Kinase-Glo luminescence; inhibition, % at 12.5 µM; 0.081% of 290,000 active; AID 1259398;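 note: 0% = vehicle reaction and 100% = reaction without DNA for no activity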
Target sequence (Q8N884 whole entry, looked up): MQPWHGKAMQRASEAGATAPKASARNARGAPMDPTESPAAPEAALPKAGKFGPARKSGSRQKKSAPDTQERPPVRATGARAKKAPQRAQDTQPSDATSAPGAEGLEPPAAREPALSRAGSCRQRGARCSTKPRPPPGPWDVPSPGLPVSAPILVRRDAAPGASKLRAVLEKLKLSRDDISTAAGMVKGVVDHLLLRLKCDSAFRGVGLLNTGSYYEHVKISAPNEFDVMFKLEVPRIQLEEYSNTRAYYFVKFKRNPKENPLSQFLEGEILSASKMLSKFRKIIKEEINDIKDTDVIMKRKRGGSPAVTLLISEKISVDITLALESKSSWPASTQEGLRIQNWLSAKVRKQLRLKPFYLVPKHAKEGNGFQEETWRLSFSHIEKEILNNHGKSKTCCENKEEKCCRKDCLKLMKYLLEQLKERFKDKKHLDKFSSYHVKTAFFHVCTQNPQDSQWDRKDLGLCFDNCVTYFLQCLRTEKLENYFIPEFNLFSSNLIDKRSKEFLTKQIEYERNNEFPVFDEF
Starred values were filed as active, the others as inactive; nt = no result given; & = joins results of further samples. Cut-off read from the data, not from the text of the source, unless noted: active = inhibition above about 40%; inactive = the rest.

SMILES	mcGAS lum	NPYLR7 ag	hcGAS lum
Clc1ccccc1-c1nc2c(OCc3ccccc3)cccn2c1NC1CCCCC1	-10	26	-10
COc1ccccc1CCC(=O)N1CCCC(CCC(=O)Nc2ccc(F)cc2C)C1 (stereo unspecified)	-7	12	-3
Cc1cc(C(=O)N2CCC(n3c(=O)oc4cccc(C)c43)CC2)n(C(C)(C)C)n1	1	-11	1
Fc1cccc(F)c1CN1CCCn2cccc2C1c1cccc(C(F)(F)F)c1 (stereo unspecified)	-1	20	-2
CN(C)CCNC(=O)c1ccc(CSc2nc(N3CCCC3)cc(C(F)(F)F)n2)cc1	-4	16	-2
CCOC(=O)COc1cc(Br)c(C=O)cc1OCC	nt	-17	-3
CCNc1cc(NCCNC(=O)Nc2ccc(OC)cc2OC)nc(C)n1	nt	1	2
CCn1c(=O)c2ccc(Cl)cc2n(C(C)C(=O)NCc2ccccn2)c1=O (stereo unspecified)	-4	29	0
Cc1cccc(CN(C(=O)c2ccc(F)cc2)C2CCC(NC(=O)C3CCN(C(=O)N(C)C)CC3)CC2)c1 (stereo unspecified)	-9	nt	-5
N[C@@H]1CC[C@@H](NC(=O)c2cc(=O)n(-c3ccccc3)[nH]2)C1	nt	-1	0
Cn1c(SCC(=O)Nc2ccnn2C2CCCC2)nnc1-c1ccco1	-3	1	-1
CC(C)c1ccc(S(=O)(=O)Nc2ccc(SC(F)F)cc2)cc1	nt	9	-5
CC(Sc1n[nH]c(=O)n1C1CC1)c1ccccc1 (stereo unspecified)	0	-2	0
O=C(CCC1CCN(Cc2cccn2-c2cccnc2)CC1)Nc1ccccc1	-7	3	-1
O=C(NCCCN1CCCC1=O)c1cc2c(s1)CSC2	-3	14	-4
C=CCc1cccc2cc(C(=O)Nc3ccc(Br)cc3)c(=O)oc12	-6	1	0
Cc1nc(N)cc(N2CCC3(CCCN(C)CC3)CC2)n1	-3	nt	-3
CC(C)=CC1C(C(=O)Nc2cccc(S(=O)(=O)N(C)C)c2)C1(C)C (stereo unspecified)	-7	3	-2
COCCN(Cc1ccc(OC)c(OS(=O)(=O)c2ccc(F)cc2)c1)C(=O)c1ccccc1Cl	-5	4	-10
O=C1NCC(=O)N2CCN(C(=O)c3cnn(Cc4ccccc4)c3)CC12 (stereo unspecified)	nt	4	-7
Cc1ccc(Cl)c(Oc2cc(N3CCN(C(=O)c4ccco4)CC3)ncn2)c1	-6	15	-7
CC(C)c1cc(NCc2cccnc2Oc2ccc(F)cc2F)ncn1	nt	-2	4
CC(NC(=O)c1cnc(Cc2ccc(F)cc2)s1)c1cccnc1 (stereo unspecified)	7	-5	5
COc1ccc(CN(C)C(=O)c2cc(Cl)c[nH]2)cc1	nt	4	-5
C=CCn1c(C)c(C)n2c3c(=O)n(CC)c(=O)n(C)c3nc12	-8	nt	-8
O=C(c1ccc2c(c1)OCO2)C1CCCN(Cc2ccc3c(c2)OCCO3)C1 (stereo unspecified)	-9	3	-4
CCOC(=O)C1=C(C)N(C)C(=O)NC1c1cc2c(cc1[N+](=O)[O-])OCO2 (stereo unspecified)	-8	-2	-6
CCCCCCCC(=O)Nc1c(-c2cc(C)cc(C)c2)nc2ccccn12	-9	-1	-10
CC1CCN(S(=O)(=O)NCC(C)N2CCOCC2)CC1 (stereo unspecified)	nt	14	-17
COCCNC(=O)c1ccc(CSc2nnc(C)n2-c2ccccc2C)cc1	-5	21	-4
COc1ccc(-c2noc(-c3c(SC)nn(CC(=O)Nc4ccc(C)c(F)c4)c3N)n2)cc1	0	2	2
COC(=O)C1=C(O)/C(=C\c2ccc(N(C)C)cc2)SC1=Nc1ccccc1F	-3	30	-2
COc1ccc(Nc2nc(Cl)nc(N3CCOCC3)n2)cc1	nt	3	-3
CC(C)=CC(=O)NC(C)CN(C)C(=O)C=C(C)C (stereo unspecified)	nt	-1	-21
CNC(=O)Cn1ccc2ccc(NC(=O)N3CCCC3(C)C)cc21	nt	-4	-7
COc1ccc(C(=O)N2CCCC(CCC(=O)Nc3ccc(F)cc3C)C2)o1 (stereo unspecified)	nt	3	-12
CC1(C(=O)NS(=O)(=O)c2cccc(OC(F)F)c2)CCN1C(=O)CCc1cccs1 (stereo unspecified)	nt	2	-1
COc1cccc(NC(=O)CCC2CCN(Cc3nccs3)CC2)c1	nt	11	-10
CCCc1cc(=O)[nH]c(-n2nc(C)cc2NC(=O)CC(c2ccccc2)c2ccccc2)n1	-6	3	-4
CCOC(=O)CCCC(=O)N1CCc2ccccc2C1c1ccc(F)cc1 (stereo unspecified)	-5	10	-10
COc1ccc2c(=O)c(CC(=O)O)coc2c1	-3	nt	4
CC(=O)Nc1ccccc1C(=O)c1n[nH]nc1-c1ccc(Cl)cc1	nt	3	-11
Cc1cc(C)cc(N(Cc2cc(C)no2)Cc2cc(C)no2)c1	nt	6	-14
O=C1NCCCCCCN(C(=O)CCC2CCCC2)[C@H]2CCC[C@@H]12	-5	nt	-15
CCOC(=O)C1=C(C)OC(=N)C(C#N)C1c1cccs1 (stereo unspecified)	3	2	6
CCC(COC)NC(=O)c1ccc(-c2n[nH]c3c2CCCc2ccccc2-3)cc1 (stereo unspecified)	-6	nt	-8
COCCCN(Cc1c(C)nn(-c2ccccc2)c1N1CCN(C)CC1)S(=O)(=O)c1c(C)cc(C)cc1C	-8	15	-1
COc1cc(CN2CCCC(CCC(=O)Nc3cc(Cl)ccc3OC)C2)ccc1F (stereo unspecified)	-7	12	-4

Shown with values under each structure: part of the list above.
Below each compound – mcGAS lum, NPYLR7 ag, hcGAS lum
> Clc1ccccc1-c1nc2c(OCc3ccccc3)cccn2c1NC1CCCCC1
 : -10, 26, -10
> COc1ccccc1CCC(=O)N1CCCC(CCC(=O)Nc2ccc(F)cc2C)C1 (stereo unspecified)
 : -7, 12, -3
> Cc1cc(C(=O)N2CCC(n3c(=O)oc4cccc(C)c43)CC2)n(C(C)(C)C)n1
 : 1, -11, 1
> Fc1cccc(F)c1CN1CCCn2cccc2C1c1cccc(C(F)(F)F)c1 (stereo unspecified)
 : -1, 20, -2
> CN(C)CCNC(=O)c1ccc(CSc2nc(N3CCCC3)cc(C(F)(F)F)n2)cc1
 : -4, 16, -2
> CCOC(=O)COc1cc(Br)c(C=O)cc1OCC
 : nt, -17, -3
> CCNc1cc(NCCNC(=O)Nc2ccc(OC)cc2OC)nc(C)n1
 : nt, 1, 2
> CCn1c(=O)c2ccc(Cl)cc2n(C(C)C(=O)NCc2ccccn2)c1=O (stereo unspecified)
 : -4, 29, 0
> Cc1cccc(CN(C(=O)c2ccc(F)cc2)C2CCC(NC(=O)C3CCN(C(=O)N(C)C)CC3)CC2)c1 (stereo unspecified)
 : -9, nt, -5
> N[C@@H]1CC[C@@H](NC(=O)c2cc(=O)n(-c3ccccc3)[nH]2)C1
 : nt, -1, 0
> Cn1c(SCC(=O)Nc2ccnn2C2CCCC2)nnc1-c1ccco1
 : -3, 1, -1
> CC(C)c1ccc(S(=O)(=O)Nc2ccc(SC(F)F)cc2)cc1
 : nt, 9, -5
> CC(Sc1n[nH]c(=O)n1C1CC1)c1ccccc1 (stereo unspecified)
 : 0, -2, 0
> O=C(CCC1CCN(Cc2cccn2-c2cccnc2)CC1)Nc1ccccc1
 : -7, 3, -1
> O=C(NCCCN1CCCC1=O)c1cc2c(s1)CSC2
 : -3, 14, -4
> C=CCc1cccc2cc(C(=O)Nc3ccc(Br)cc3)c(=O)oc12
 : -6, 1, 0

Further records
SMILES	mcGAS lum	NPYLR7 ag	hcGAS lum
CC(C)c1ccc(C(N)c2cccs2)cc1 (stereo unspecified)	nt	-5	-13
O=C(c1cc(Cl)cc(Cl)c1)N1CCCN(c2nc(Cc3ccccc3)nc3onc(-c4ccccc4)c23)CC1	-6	19	-3
COc1ccccc1C(=O)Nc1ccc2c(c1)CN(C(=O)c1cnsn1)CC2	-9	1&-2	-1&-9
Cc1nc(NCCNC(=O)c2cccs2)cc(-n2ccnc2C)n1	-2	-16	3
O=C(c1cnc[nH]1)N(Cc1ccc(Cl)c(Cl)c1)C1CC1	nt	-7	16
Cc1c(C)n2c3c(=O)n(CC(N)=O)c(=O)n(C)c3nc2n1-c1ccc(Br)cc1	nt	4	-7
CC(Sc1nnnn1-c1cccc(F)c1)C(=O)NNC(=O)c1ccc(F)cc1 (stereo unspecified)	nt	5	-6
Cc1cnn(CC2CCN(C(=O)CN3CC4(CCCC4)CC3=O)CC2)c1	-5	nt	-13
Cc1nc(N)sc1C(=O)N/N=C1\CCn2cccc21	nt	5	-9
CCOC(=O)N1CCC(NC(=O)c2cnc(C)nc2C)CC1	-7	-2	-2
CCCCOC(=O)N1CC(=O)N(Cc2ccc(C)cc2)CC(O)C1 (stereo unspecified)	-8	-1	-9
Cc1ccc(S(=O)(=O)N2CCN(CC(=O)NC3CCCC3)CC2)cc1	-1	-4	-3
O=C(CNc1ccccc1OC(F)F)N1CCc2ccccc21	-8	-2	-8
CC(C)C(=O)N(Cc1nccn1Cc1ccc(Cl)cc1Cl)CC1CCCO1 (stereo unspecified)	-3	5	8
O=C(Nc1cccc(-c2cscn2)c1)C1CCN(C2CCCCCC2)CC1	nt	7	-13
CCCCS(=O)(=O)NCCNc1cc(-n2cccn2)ncn1	-8	-8	-7
CN(CC1CCCO1)c1nccc(C2CCCC2)n1 (stereo unspecified)	nt	-6	-5
Cc1ccc(-n2c(N)cc(=O)nc2SCC(=O)N2CCN(c3ccccc3)CC2)cc1C	-5	-1	-1
Cc1cc(OCC(=O)Nc2nccs2)no1	nt	3	-6
CC(=O)c1c(C)cc(C)c(CN2C[C@@H](N)C[C@H]2C(=O)NC(C)C)c1C	nt	4	5
COc1cccc(F)c1C(=O)Nc1c(C)cnn1Cc1ccccc1Cl	-8	-5	-4
O=C(Nc1cccc(Cl)c1)Nc1ccc2nc(Cc3ccccc3)nn2c1	-6	6	2
Cc1nn(C(C)(C)C)c(OC(=O)c2cc(Cl)ccc2[N+](=O)[O-])c1S(=O)(=O)c1ccccc1	-6	1	-4
O=C(NCC(O)c1ccc(O)cc1)c1ccc2nc(-c3ccccc3)[nH]c2c1 (stereo unspecified)	-5	-3	1
CCOc1ccc(-n2ccn3c(C)nnc3c2=O)cc1	-8	2	-8
CCOCCCN(CC(=O)N1CCc2sccc2C1c1ccc(Cl)cc1Cl)S(=O)(=O)c1cccc2cccnc12 (stereo unspecified)	-3	-6	-10
COCCCN(CC(=O)N(CCc1c[nH]c2ccccc12)Cc1ccc(OC)c(OC)c1)C(=O)c1cccc(OC)c1	-3	-1	0
Cc1cccc2c(CCNS(=O)(=O)C3CCOC3)c[nH]c12 (stereo unspecified)	nt	12	-14
CCC(=O)NCC(=O)Nc1ccc2nc(-c3ccc(F)cc3)oc2c1	nt	10	1
O=C(O)CSCC(=O)N1CC[C@H]2NC(=O)N(c3ccc(F)cc3)C(=O)[C@H]21	-8	-9	-4
CN(C(=O)CN1CCN(c2cc(-c3ccsc3)ncn2)CC1)c1ccccc1	nt	8	-5
CCOC(=O)CCC(=O)Nc1ccc(N2CCC(C)CC2)c(C(=O)NCCc2ccccc2)c1	1	-10	-3
COCc1c(Br)c(C)nc(OCC(=O)N/N=C\c2ccc(Br)cc2)c1C#N	-7	8	-4
O=C(Cc1ccc(N2CCNC2=O)cc1)N1CCC2(CCOCC2)CC1	nt	7	-6
COc1ccc(-c2cnc3ncnn3c2N2CCCN(S(=O)(=O)Cc3ccccc3)CC2)cc1OC	-5	17	-1
O=S(=O)(Nc1cccc(Br)c1)c1ccc(Cl)s1	nt	0	-3
O=C(NC(C(=O)N1CCCCC1)C1CCN(C(=O)C2CC2)CC1)c1ccccc1Cl (stereo unspecified)	-3	-4	0
COc1cc(Cl)ccc1NC(=O)CC(C)NC1CCCC1 (stereo unspecified)	nt	4	-9
COCCn1c(C)cc(C(=O)COC(=O)C23CC4CC(CC(Br)(C4)C2)C3)c1C	-7	6	-3
CCc1nc2n(n1)C(=O)C(C(c1ccc(OC)cc1)N1CCN(Cc3ccccc3)CC1)S2 (stereo unspecified)	0	-8	-1
CC(C)CN1CCC(CNC(=O)c2ccc(-c3ccsc3)nc2)C1 (stereo unspecified)	nt	23	-1
Cc1sc2nc(CCc3ccccc3)nc(N3CCOCC3)c2c1C	-8	nt	-6
Cc1ccc(C(=O)c2c(N)c(C(=O)Nc3ccccc3C(F)(F)F)c3ccccn23)cc1	-9	-4	-4
CCCn1ncc(C(=O)N2CCCC(Cc3ccc(C(=O)O)cc3)C2)c1C (stereo unspecified)	nt	2	1
O=C(COc1ncnc2sc3c(c12)CCC3)NCC(F)(F)F	nt	6	-13
CCOc1cc(S(=O)(=O)Nc2ccccn2)ccc1Cl	-7	1	-5
CC(C)Oc1nc(-c2ccccc2F)n(-c2cccc(NC(=O)c3ccc([N+](=O)[O-])cc3)c2)n1	2	-22	1
O=C1Nc2ccc(CN3C(=O)[C@H]4C[C@H]4C3=O)c3cccc1c23	-3	-9	-2
Cc1[nH]n(-c2nc(-c3ccc(Cl)cc3)cs2)c(=O)c1N=Nc1ccc(Oc2ccccc2)cc1	-7	-8	-8
C(#Cc1cncnc1)c1ccc(CN2CCCC(N3CCc4ccccc4C3)C2)cc1 (stereo unspecified)	-11	5	-8
O=C(c1cccc2ccnn12)N1CCC2(CC1)Nc1ccccc1NC2=O	-9	1	-2
CCc1ccc(NC(=O)c2nnn(CC(=O)Nc3ccccc3C)c2N)cc1	2	-8	0
O=C(COc1coc(CN2CCc3ccccc32)cc1=O)N1CCCC1	-8	3	-6
